Screening data deposited in PubChem BioAssay by several laboratories.
RGS4 inh = human RGS4 inhibition; B-score at 10 µM; HEK293 M3R/RGS4 inducible, Fluo-4 calcium flux; hits give high values; triggered by carbachol at its EC20; 310,000 tested, 0.45% active; P49798;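 active = B-score, a plate-corrected calcium signal, over three deviations above library mean, with baseline fluorescence within five deviations of library mean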;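 note: RGS4 expression induced by doxycycline in cells with stable M3 receptor; B-score is computed from the integrated fluorescence ratio over baseline after carbachol; higher B-score means a larger calcium signal and so more RGS4 inhibition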
TRPC6 act = mouse TRPC6 channel activation; B-score at 10 µM; Q61143; HEK293-TRPC6 membrane potential dye fluorescence; hits give high values; 310,000 tested, 0.13% active;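 active = B-score of the integrated fluorescence ratio above library mean plus 3 SD, and starting fluorescence ratio within library mean plus 5 SD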;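 note: higher score means more depolarization so channel activation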
Target sequence (Q61143 whole entry, looked up): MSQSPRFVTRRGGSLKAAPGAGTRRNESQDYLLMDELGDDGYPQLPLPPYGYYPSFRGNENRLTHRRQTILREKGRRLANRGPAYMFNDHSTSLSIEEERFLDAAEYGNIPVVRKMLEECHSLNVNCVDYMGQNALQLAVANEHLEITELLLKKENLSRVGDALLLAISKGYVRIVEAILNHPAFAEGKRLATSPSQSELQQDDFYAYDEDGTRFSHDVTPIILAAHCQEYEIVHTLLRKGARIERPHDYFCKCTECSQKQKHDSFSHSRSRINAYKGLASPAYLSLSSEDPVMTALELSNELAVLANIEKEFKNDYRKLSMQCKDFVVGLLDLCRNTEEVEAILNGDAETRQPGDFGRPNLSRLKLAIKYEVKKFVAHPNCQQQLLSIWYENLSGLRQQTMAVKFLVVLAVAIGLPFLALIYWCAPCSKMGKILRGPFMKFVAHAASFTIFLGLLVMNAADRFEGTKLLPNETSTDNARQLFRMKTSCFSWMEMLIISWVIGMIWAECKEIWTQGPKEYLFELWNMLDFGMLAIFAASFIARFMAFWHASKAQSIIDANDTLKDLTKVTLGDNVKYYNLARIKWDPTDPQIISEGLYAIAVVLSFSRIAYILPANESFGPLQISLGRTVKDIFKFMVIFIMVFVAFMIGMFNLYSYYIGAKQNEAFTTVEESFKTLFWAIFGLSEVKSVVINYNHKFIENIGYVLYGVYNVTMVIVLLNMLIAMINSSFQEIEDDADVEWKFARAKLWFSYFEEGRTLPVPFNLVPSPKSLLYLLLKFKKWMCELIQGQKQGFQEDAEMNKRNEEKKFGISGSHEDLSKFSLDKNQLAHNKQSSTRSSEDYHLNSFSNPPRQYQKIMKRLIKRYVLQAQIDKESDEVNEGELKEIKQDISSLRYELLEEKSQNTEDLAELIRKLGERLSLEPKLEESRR
SKKanGAS inh = inhibitors of SKKanGAS S. pyogenes growth in kanamycin (SK-promoter or general growth effect) | BacTiter-Glo, 6 h | inhibition, % at 7.5 µM | 300,000 tested, 1.3% active | AID 1662;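 active = mean replicate score, as percent of positive control median, at least 50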;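 note: strain carries kanamycin resistance gene driven by streptokinase promoter and grows in 40 µg/ml kanamycin; loss of luminescence reflects streptokinase promoter inhibition or plain growth inhibition; 0% = median of DMSO wells and 100% = positive control at its reference dose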
MrgX1 agonist = activates human MrgX1 receptor signaling. MrgX1-HEK293 cells, Fluo-4 calcium fluorescence, agonist mode; hits give high values. Q96LB2. 310,000 tested, 0.44% active. AID 588627. B-score at 10 µM;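 active = calcium response B-score plate-corrected fluorescence ratio at least 3 library SD, with starting fluorescence B-score inside 5 SD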
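times = overnight plating, then 30 min 37 °C plus 30 min room-temperature dye loading | assay system = stable human MrgX1 HEK293 cell line | input = fifteen thousand cells per well | signal = kinetic calcium dye fluorescence, Fluo-4 NW | dosing = compound delivered in addition one of three | read-out = B-scored fluorescence response ratio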
TRPC4 block = blocks the mouse TRPC4 cation channel; B-score at 10 µM; Q9QUQ5; HEK293 TRPC4beta/mu-opioid, DAMGO-evoked Fluo4 calcium flux; hits give low values; 300,000 tested, 0.39% active;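 active = B-score over 3 SD under the library average, no early fluorescence shift, positive overall ratio signal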
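Material: HEK293 cells with stable TRPC4beta plus mu-opioid receptor expression / Probe or stimulus: DAMGO in two steps, submaximal then maximal / Compound: single concentration per test compound / Technique: kinetic Fluo4 fluorescence imaging of calcium influx / Read-out: per-well B score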
HIF activator = HIF pathway transcriptional activation | 300,000 tested, 0.32% active | activation, % at 7.5 µM (by protocol) | AID 1910 | U2OS HRE-luciferase reporter, luminescence; normalized: DMSO 0%, desferrioxamine 100%;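 active = mean activation of at least 10% of the iron chelator positive control signal, with at least half of replicates also reaching 10%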
MrgX1 PAM = human MrgX1 positive allosteric modulation, primary screen. B-score at 10 µM. 310,000 tested, 0.63% active. MrgX1-HEK293, Fluo-4 calcium flux, FDSS; hits give high values. AID 588675. Q96LB2;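 active = plate-corrected calcium response at least 3 library SD above typical, normal starting fluorescence, not activating the receptor alone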;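 note: compound read alongside a low EC10 to EC30 dose of BAM8-22 agonist; peak minus trough fluorescence over baseline measured at the second addition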
RGS4 act = potentiators or activators of RGS4 | B-score at 10 µM | AID 463111 | 310,000 tested, 0.92% active | HEK293 M3R/inducible RGS4, carbachol calcium flux Fluo4; hits give low values;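 active = B-score of the integrated calcium signal more than 4 SD below the library mean, with starting fluorescence not abnormally high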;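 note: negative B-score means reduced calcium response which marks RGS4 activation or potentiation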
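System: HEK293 FlpIn-TREx cells, stable M3R, doxycycline-inducible RGS4. Timing: overnight RGS4 induction, 30 min dye load 37 °C, 20 min compound RT. Also added: carbachol, ECmax concentration. Measured by: Fluo4 fluorescence kinetic imaging of calcium. Evaluation: integrated calcium ratio converted to B score.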
TRPC6 inh = inhibitors of mouse TRPC6 channel; Q61143; HEK293-TRPC6, membrane potential dye, ACh-evoked depolarization; hits give low values; B-score at 10 µM; 310,000 tested, 1.1% active; AID 2553;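 active = B-score under library mean minus 3 SD, initial fluorescence not abnormally high, positive integrated signal ratio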;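 note: B-score derived from integrated fluorescence ratio over the kinetic read; more negative B-score means stronger inhibition of depolarization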
MrgX1 antagonist = human MrgX1 receptor antagonism, primary screen | Q96LB2 | MRGX1-HEK293 calcium flux, Fluo-4, BAM8-22 antagonism; hits give low values | B-score at 10 µM | 310,000 tested, 1.3% active;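 active = calcium-response B-score plate-corrected more than 3 library SD below zero, starting fluorescence within 5 deviations, no agonist response on first addition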;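 note: peak minus trough fluorescence over baseline after final BAM8-22 challenge near maximal dose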
Platelet DG rel = modulates dense granule release in human platelets; human platelet-rich plasma, SFLLRN dense granule ATP release, luminescence; inhibition, %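 (compounds screened at 7.5 µM in platelet-rich plasma)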; 300,000 tested, 0.22% active;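 active = mean replicate score, as percent of positive control, at or above 50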
An asterisk follows results filed as active; i = inactive; · = not tested or not shown.

Results follow in this order: RGS4 inh, TRPC6 act, SKKanGAS inh, MrgX1 agonist, TRPC4 block, HIF activator, MrgX1 PAM, RGS4 act, TRPC6 inh, MrgX1 antagonist, Platelet DG rel
COCCCNC(=O)C1CC(=O)N(CCc2ccc(OC)c(OC)c2)C1 (centres undefined)
  i, i, 5, i, i, -0.4, i, i, i, i, -4
CCCNC(=O)CCn1c(-c2ccc(C)cc2)cc(C(=O)OCC)c1C
  i, i, 0, i, i, -0.3, i, i, i, i, -3
CCOC(=O)N1CCC(NC(=O)Cc2cn(C)c3ccccc23)CC1
  i, i, 2, i, i, 0.6, i, i, i, i, -6
Cc1cccc(NC(=O)CSc2nnc(CN3CCOCC3)n2C)c1C
  i, i, -30, i, i, -1.0, i, i, i, i, 10
FC(F)(F)c1cccc(CNC2CCN(Cc3ccccc3)CC2)c1
  i, i, -4, i, i, 0.8, i, i, i, i, 2
CC1(C)CC(=O)c2cc(OCC(=O)N3CCN(c4ccccc4F)CC3)ccc2O1
  i, i, 3, i, i, 0.2, i, i, i, i, 1
Nc1cccc(C(=O)Nc2cccc3ncccc23)c1
  i, i, 4, i, i, -8.1, i, i, i, i, -4
COc1cccc(C2C3=C(CCCC3=O)NC3=C2C(=O)c2ccccc23)c1 (centres undefined)
  i, i, -6, i, i, -0.7, i, i, i, i, -13
CC(C)c1onc(C(=O)NC(C)c2ccccc2)c1[N+](=O)[O-] (centres undefined)
  i, i, 0, i, i, -0.3, i, i, i, i, 1
CCOc1cccc(C(=O)Nc2ccccc2C(=O)N2CCOCC2)c1
  i, i, -8, i, i, -0.2, i, i, i, i, 9
CCOC(=O)Cc1[nH]nc2c1C(C1C=CCCC1)C(C#N)=C(N)O2 (centres undefined)
  i, i, 4, i, i, -0.1, i, i, i, i, -9
CCOC(=O)c1ccc(N2C(=O)c3n[nH]c(-c4ccco4)c3C2c2ccc([N+](=O)[O-])cc2)cc1 (centres undefined)
  i, i, 32, i, i, -0.8, i, i, i, i, -1
O=C(NC1(C(F)(F)F)NC(=O)N(Cc2cccnc2)C1=O)c1cccs1 (centres undefined)
  i, i, -4, i, i, -0.5, i, i, i, i, 12
COc1ccc(S(=O)(=O)N2CCN(C3CCCC(C)C3)CC2)cc1 (centres undefined)
  i, i, 2, i, i, -0.3, i, i, i, i, 1
CCOC(=O)c1c(C)oc2cc(Br)c(OCC(N)=O)cc12
  i, i, -1, i, i, -0.1, i, i, i, i, 3
COc1cc(/C=N/NC(=O)c2nonc2C)ccc1O
  i, i, 3, i, i, -0.2, i, i, i, i, 53*
CCc1cc(=O)oc2c(C)c(OCC(=O)NCc3ccccn3)ccc12
  i, i, -6, i, i, 0.2, i, i, i, i, 15
Cc1ccc(NC(=O)Cn2nc(C)c3ccccc3c2=O)c(C)c1
  i, i, 4, i, i, -0.1, i, i, i, i, 2
CCOC(=O)c1sc(N)c(C(=O)OCC)c1COC(=O)C1CC(=O)N(Cc2ccco2)C1 (centres undefined)
  i, i, 3, i, i, -0.7, i, i, i, i, 9
COc1ccc(-c2cn3cccnc3n2)cc1NC(=O)C(C)C
  i, i, -3, i, i, 0.8, i, i, i, i, -3
Cc1ccc(Cl)c(NC(=O)COC(=O)C2CCC2)c1Cl
  i, i, -1, i, i, 0.0, i, i, i, i, -2
O=C(Nc1ccccc1NC(=O)c1ccccc1Cl)c1ccccc1Cl
  i, i, 3, i, i, -0.9, i, i, i, i, 0
CCCCN(CCCNC(=O)CN1C(=O)COc2ccccc21)c1ccccc1
  i, i, 1, i, i, 0.0, i, i, i, i, -4
O=C1CCC([N+](=O)[O-])C(c2cc3c(cc2Cl)OCO3)N1 (centres undefined)
  i, i, 5, i, i, -0.1, i, i, i, -4.5*, 8
O=C(NC1CCN(C(=O)Nc2ccccc2)CC1)C1CCCCC1
  i, i, 4, i, i, -1.0, i, i, i, i, -7
CN1CCC(OC(=O)COc2ccc(Cl)cc2Cl)CC1
  i, i, 8, i, i, -1.0, i, -7.1*, i, i, 5
CN(Cc1ccccc1)C(NC(=O)c1ccccc1)C(Cl)(Cl)Cl (centres undefined)
  i, i, 5, i, i, 0.0, i, i, i, i, 1
CC(=O)Nc1ccc(Nc2nc(Cl)nc(Nc3ccc(NC(C)=O)cc3)n2)cc1
  i, i, -2, i, i, 0.0, i, i, i, i, -5
Cc1cc(C(=O)N/N=C/c2ccc[nH]2)n[nH]1
  i, i, -11, i, i, 0.1, i, i, i, i, 5
S=c1nc(-c2ccccc2)n(CCN2CCOCC2)c2c1CCCC2
  i, i, 1, i, i, 0.8, i, i, i, i, -6
O=C(CCNC(=O)N1CC(=O)Nc2ccccc21)NCc1ccc(F)cc1
  i, i, -4, i, i, 0.4, i, i, i, i, 8
CC(/C=C/c1ccc(N(C)C)cc1)=N\N=C1\NC(=O)CC(C(=O)Nc2ccccc2)S1 (centres undefined)
  i, i, 75*, i, i, 2.1, i, i, i, i, 1
O=C(Nc1ccc(Cl)cn1)C1CCN(c2ncnc3c2nc2n3CCCCC2)CC1
  i, i, 1, i, i, 0.0, i, i, i, i, 2
COc1cccc(/C=N/NC(=O)CCc2c(C)n[nH]c2C)c1O
  i, i, 0, i, i, -0.4, i, i, i, i, -3
O=C(N/N=C/c1cccc(O)c1)c1ccc(COc2cccc3cccnc23)cc1
  i, i, 17, i, i, 0.9, i, i, i, i, 9
O=C(N/N=C/c1ccc(Cl)cc1Cl)c1cccc(F)c1
  i, i, -3, i, i, 5.8, i, i, i, i, 3
Cc1cc2oc(=O)ccc2cc1[N+](=O)[O-]
  i, i, 0, i, i, 0.1, i, i, i, i, 0
Clc1ccc(Oc2cccc(/C=N/n3cnnc3)c2)cc1
  i, i, -7, i, i, 0.2, i, i, i, i, 3
O=[N+]([O-])c1ccc(Nc2c3ccccc3nc3ccccc23)cc1
  i, i, 18, ·, i, -0.8, ·, i, i, ·, 0
Cc1nnc(NC2=NCCC2)s1
  i, i, -1, i, i, 1.0, i, i, i, i, ·
O=C(CN1C(=O)S/C(=C\c2cccs2)C1=O)Nc1ccc(C(=O)O)c(O)c1
  i, i, 4, i, i, -0.4, i, i, i, i, -6
Cc1cc2cc(C)c3nnc(SCC(=O)N4CCN(C(=O)c5ccco5)CC4)n3c2cc1C
  i, i, 2, i, i, -0.4, i, i, i, i, 7
COc1ccc(CC(=O)Oc2ccc(C)cc2Br)cc1S(=O)(=O)N1CCOCC1
  i, i, -9, i, i, 1.3, i, i, i, i, -14
C=CCc1c(O)c(CC)cc2c(C)cc(=O)oc12
  i, i, -9, i, i, 0.3, i, i, i, i, 4
O=C(CN1CCCCCC1)Nc1ccc(S(=O)(=O)N2CCOCC2)cc1
  i, i, -6, i, i, -1.0, i, i, i, i, -2
CCCCn1c(N)c(N(CCOC)C(=O)c2ccc3c(c2)C(=O)N(c2ccccc2C)C3=O)c(=O)[nH]c1=O
  i, i, -3, i, i, 2.2, i, i, i, i, 6
O=C(CNC(=O)c1nc[nH]c1C(=O)N1CCc2ccccc2C1)OCc1ccccc1
  i, i, 1, i, i, 1.0, i, i, i, i, -3
CN(C)Cc1c(C(=O)N/N=C/c2ccco2)nnn1-c1nonc1N
  i, i, -4, i, i, -0.3, i, i, i, i, 2
COc1ccc(OC2CCN(S(=O)(=O)c3ccc(OC)cc3)CC2)cc1
  i, i, -6, i, i, -25, i, i, i, i, -8
Clc1ccc(CSc2nc3ccncc3[nH]2)cc1
  i, i, 10, i, i, -1.0, i, i, i, i, 17
CCOC(=O)Cc1csc(NC(=O)C(C)c2ccc([N+](=O)[O-])cc2)n1 (centres undefined)
  i, i, 6, i, i, 0.0, i, i, i, i, -2
CCCCn1c(N)c(N(CCOC)C(=O)CCS(=O)(=O)c2ccc(Cl)cc2)c(=O)[nH]c1=O
  i, i, 0, i, i, -25, i, i, i, i, -2
CCOC(=O)C(=O)C1=CN(Cc2ccccc2)C=C(C#N)C1
  i, i, -2, i, i, -0.7, i, i, i, i, 8
COc1ccc(CCc2nnc(CCC(=O)NCc3cnn(-c4ccccc4C)c3)o2)cc1
  i, i, 2, i, i, 0.2, i, i, i, i, 4
COc1cc2c(c(OC)c1)C(c1cccc(OC)c1OC)CC(=O)N2 (centres undefined)
  i, i, 2, i, i, -0.2, i, i, i, i, 30
C=CCN1C(=O)CSc2ccc(C(=O)NC3CCCCC3)cc21
  i, i, -1, i, i, 0.3, i, i, i, i, 11
COc1ccccc1/C=N/NS(=O)(=O)c1ccccc1
  i, i, 4, i, i, -20, i, i, i, i, 0
CCN(CC)CCNC(=O)c1cn(CC)c2ccc(S(=O)(=O)N(C)C3CCCCC3)cc2c1=O
  i, i, 4, i, i, 0.7, i, i, i, i, -1
CC(C)(C)c1ccc(S(=O)(=O)N2CCN(CCC#N)CC2)cc1
  i, i, 0, i, i, -0.4, i, i, i, i, 1
CCOc1ccc(Cl)cc1/C=C1/C(=O)ON=C1C
  i, i, 1, i, i, -0.6, i, i, i, i, 2

Next compounds
Results follow in this order: RGS4 inh, TRPC6 act, SKKanGAS inh, MrgX1 agonist, TRPC4 block, HIF activator, MrgX1 PAM, RGS4 act, TRPC6 inh, MrgX1 antagonist, Platelet DG rel
CCCN1C(=O)/C(=C/c2ccc(C)s2)NC1=S
  i, i, -30, i, i, -0.6, i, i, i, i, -2
Cc1cccc(-n2nnnc2SCn2nnc3ccccc3c2=O)c1
  i, i, 9, i, i, 0.9, i, i, i, i, -2
Cc1ccc(COc2ccc(Br)cc2/C=N/O)cc1
  i, i, 17, i, i, 4.0, i, i, i, i, -2
Cc1cc(-n2c(C)cc(C(=O)CN3C(=O)NC4(CCCCC4C)C3=O)c2C)no1 (centres undefined)
  i, i, -2, i, i, 0.3, i, i, i, i, -4
Cc1c(S(=O)(=O)Nc2ccc3c(c2)OCCO3)cnn1C
  i, i, 2, i, i, -0.2, i, i, i, i, 2
CCOC(=O)c1c(C)n(-c2ccc(OC)cc2)c2ccc(O)c(CN(C)C)c12
  i, i, 0, i, i, 0.0, i, i, -8.8*, i, -2
Cc1ccc(OCC(=O)Nc2ccc3c(c2)C(=O)N(CCC(=O)O)C3=O)cc1
  i, i, -2, i, i, 0.0, i, i, i, i, 17
